Glyco luc inh – blocks N-linked glycosylation in D54 reporter cells. AID 588692. actives 0.23% (n = 360,000). reporter increase, % at 12.5 µM. D54 ERlucT glycosylation luciferase reporter, 24 h; percent of 100 nM tunicamycin response;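 active means mean luciferase reporter signal, scaled so untreated is 0 and the glycosylation-blocking control 100, at or above a set limit in every replicate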;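 further: luciferase carries N-glycosylation sites so blocking glycosylation raises the light; 0% = median of neutral control wells and 100% = median of 100 nM tunicamycin wells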
Exocytosis inh – blocks lytic granule exocytosis. TALL-104 LAMP-1 surface exposure, flow cytometry; cells stimulated with thapsigargin and PMA. inhibition, % at 10 µM. actives 0.66% (n = 360,000);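 active means inhibition above about 55%, limit read from the data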
ABCB6 inh MLPCN – blocks the human ABCB6 transporter; Q9NP58; K562-ABCB6 porphyrin accumulation, flow cytometry, 1 h; stronger effect = lower value; fluorescence ratio to DMSO, % at 10 µM; actives 0.19% (n = 360,000); AID 602162;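 active means fluorescence ratio to DMSO below 75%, the collection mean minus 3 SD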;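 further: signal is porphyrin accumulated inside mitochondria; 100% equals median channel fluorescence of DMSO control wells; lower ratio means ABCB6 inhibition with less porphyrin fluorescence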
ABHD5-PLIN5 inh – inhibitors of human ABHD5-perilipin-5 interaction; Q00G26+Q8WTS1; Split G. princeps luciferase complementation, luminescence, 4 h; inhibition, % at 4 µM; actives 0.78% (n = 360,000); AID 602281;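 active means inhibition above the mean inhibition across every tested compound plus 3 SD, cut at about 22% in these data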;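 further: 0% = DMSO only wells and the 100% control is not disclosed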
iPSC survival up – increases survival of single human iPS cells; survival enhancement, % at 20 µM; actives 0.044% (n = 360,000); hiPSC single-cell survival, ATPlite luminescence; 100% = ROCK inhibitor wells, 0% = DMSO; in the data active means survival enhancement above about 18%;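 further: cells exposed to compounds for 16 hours before the ATP read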
aDG glyco act – increases alpha dystroglycan glycosylation; Pro5-aDG cells, alpha-DG glycosylation AlphaScreen (IIH6); 0% Pro5, 100% B10-LARGE cell signal; activation, % at 10 µM; actives 0.22% (n = 360,000); AID 624168;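 active means activation of at least 8% versus controls, or a plate z-score of at least 8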;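 further: Pro5 are CHO cells carrying HIG-tagged alpha-DG that lacks glycosylation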
MC4R antag cAMP – human MC4R antagonism in cAMP assay; actives 0.48% (n = 360,000); inhibition, % at 6.5 µM; AID 540295; MC4R-expressing cells, MTII-stimulated cAMP, LANCE TR-FRET;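 active means inhibition above its plate's cutoff, the mean of tested wells on that plate plus 3 SD, cut at about 29% in these data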;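 further: 0% = Melanotan II alone and 100% = Melanotan II plus saturating MCL0020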
Target sequence (P32245 whole entry, looked up): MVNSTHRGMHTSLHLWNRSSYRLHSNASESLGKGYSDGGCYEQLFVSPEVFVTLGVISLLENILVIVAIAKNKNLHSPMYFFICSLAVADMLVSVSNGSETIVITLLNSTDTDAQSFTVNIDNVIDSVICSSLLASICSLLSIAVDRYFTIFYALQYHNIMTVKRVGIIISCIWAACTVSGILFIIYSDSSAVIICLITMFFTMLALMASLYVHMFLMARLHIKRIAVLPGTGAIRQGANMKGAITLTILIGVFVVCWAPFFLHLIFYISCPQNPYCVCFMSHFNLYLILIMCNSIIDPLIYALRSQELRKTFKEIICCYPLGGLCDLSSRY
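Material – human MC4R-expressing U2OS cells · Repeats – no replicates · Detection – TR-FRET with Eu-cAMP and labeled anti-cAMP, 671 nm · Times – compound 30 min, challenge 1 h, detection 1 h · Compound – single nominal compound dose of 6.5 µM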
MC4R ag barr – activates human MC4R beta-arrestin recruitment; P32245; U2OS MC4R beta-arrestin complementation, luminescence; percent of melanotan II response, DMSO zero; activation, % at 8.9 µM; actives 0.98% (n = 360,000); AID 540308;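 active means activation above a per-plate cutoff, the mean activation of sample wells on that plate plus 3 SD, cut at about 8% in these data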
Cardio protect – protects H9c2 cardiomyocytes from peroxide injury; H2O2 injury protection, ATPLite, 2 h; AID 588492; protection from H2O2 cell death, % at 20 µM; actives 0.63% (n = 360,000);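 active means compounds giving at least 50% protection of heart cells from peroxide-induced death in the single-dose screen, raw or plate-pattern-corrected value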;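 further: 0% = DMSO wells with peroxide and 100% = DMSO wells without peroxide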
m5-HT2A agonist – activates the mouse 5-HT2A serotonin receptor | P35363 | CHO-K1 mHTR2A beta-arrestin complementation, luminescence; percent of 30 µM serotonin response | activation, % at 7.6 µM | actives 0.66% (n = 360,000) | AID 624169;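 active means activation above a run cutoff, the mean activation of all tested compounds plus 3 SD, cut at about 14% in these data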;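 further: 0% = plate median of compound wells and 100% = 30 µM serotonin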
Target sequence (P35363 whole entry, looked up): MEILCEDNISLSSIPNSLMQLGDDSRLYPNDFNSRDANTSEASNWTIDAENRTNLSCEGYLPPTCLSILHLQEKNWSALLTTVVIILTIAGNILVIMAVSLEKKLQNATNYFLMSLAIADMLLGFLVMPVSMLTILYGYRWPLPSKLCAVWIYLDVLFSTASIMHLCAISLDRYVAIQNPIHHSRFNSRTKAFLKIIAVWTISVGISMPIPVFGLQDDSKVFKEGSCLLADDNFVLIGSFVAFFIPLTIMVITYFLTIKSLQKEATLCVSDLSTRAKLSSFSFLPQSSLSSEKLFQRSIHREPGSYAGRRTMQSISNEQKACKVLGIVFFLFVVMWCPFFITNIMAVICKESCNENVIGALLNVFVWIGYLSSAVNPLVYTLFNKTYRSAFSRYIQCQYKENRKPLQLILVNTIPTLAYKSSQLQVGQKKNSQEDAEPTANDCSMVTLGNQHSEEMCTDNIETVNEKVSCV
Active calls of the source: *. Not a hit list; 4.5% or so of the library scored in one or more.

structure	ABCB6 inh MLPCN	Glyco luc inh	aDG glyco act	m5-HT2A agonist	ABHD5-PLIN5 inh	iPSC survival up	MC4R antag cAMP	Cardio protect	Exocytosis inh	MC4R ag barr
O=C1CC[C@@H]2C[C@@]3(C[C@@H]4CCN1[C@H]24)Nc1cc([N+](=O)[O-])ccc1NC3=NCc1ccccc1	92	4	-0.4	-8	5	3.7	1	8	3	-1.0
COC(=O)[C@@]12CCCCN1[C@H](c1ccc(-c3ccc4c(c3)OCO4)c(OC)c1)[C@@H]1C(=O)N(C)C(=O)[C@@H]12	95	-5	-0.1	0	-1	3.4	5	-3	20	-1.5
Cc1ccc(CNC(=O)CN(c2ccc(C(C)C)cc2)S(=O)(=O)c2c(C)noc2C)cc1	97	-5	0.6	-3	2	0.7	12	-1	1	-2.4
O=C(NNc1ncnc2c1cnn2-c1ccc(F)cc1)c1ccco1	103	4	0.0	10	2	-0.3	-3	-1	1	-3.5
O=C(CCCc1ccccc1)Nc1cccnc1	88	0	0.0	-2	8	-0.1	8	6	-2	-0.3
Brc1ccc(/C=N/Nc2ccccn2)cc1	95	0	-0.2	5	-4	-0.5	3	-3	-2	1.4
Cc1nc(C)c(C(=O)N/N=C/c2cn(C)c3ccccc23)s1	97	10	0.2	-2	3	2.7	4	14	0	-1.4
C=CCN(c1ccc(Cl)cc1)S(=O)(=O)c1cccc(C(=O)OCC(=O)N(C)C)c1	98	-6	0.0	0	6	-1.6	15	-2	-2	-2.5
CCCCC(=O)NC(=S)Nc1cccc(NC(=O)CC)c1	100	4	0.0	0	-2	-1.1	9	-8	5	-0.1
CCCOc1cccc(-c2cc(C(=O)N/N=C/c3ccccn3)c3ccccc3n2)c1	92	-4	-0.4	-18	-2	0.0	3	39	-10	-8.0
CCOC(=O)C1CCN(c2ccc(Cl)nn2)CC1	97	0	-0.1	2	3	-0.8	-4	2	-4	0.0
O=c1cc(-c2ccccc2)oc2ccccc12	97	1	-0.2	1	4	-1.6	-5	6	2	-1.0
Cc1cccc(C(=O)OCC(=O)Nc2c(C)nn(-c3ccccc3)c2C)c1O	96	1	0.0	5	6	0.4	11	4	1	0.6
CN1CCN(C(=O)c2c(O)c3cccc4c3n(c2=O)CC4)CC1	100	1	0.1	6	-1	8.2	16	-1	0	0.9
Cc1[nH]c2ccc(-c3nnc(SCC(=O)NCc4ccco4)n3Cc3ccccc3)cc2c1C	100	-2	0.0	-2	10	-0.4	4	1	87*	0.1
Cc1ccccc1NC(=S)N(CCN1CCCCCC1)Cc1cccs1	97	3	0.3	-7	3	0.4	7	-8	-2	-1.4
CCOc1ccc(C=O)cc1CN1CCCCC1	101	4	0.0	1	3	1.5	1	8	-1	-1.4
COc1cccc(NC(=O)COC(=O)c2c(-c3ccccc3)noc2C)c1	95	-1	0.0	0	1	1.8	-5	0	3	0.5
COCCNc1oc(-c2ccc(Cl)cc2)nc1C#N	105	0	0.4	-2	-8	0.5	11	-4	0	-1.4
COc1ccc(/C=C2\SC(=S)N(CCC(=O)Nc3ccccc3C(=O)O)C2=O)cc1	96	0	0.0	0	2	-0.6	2	-4	-17	0.5
CSc1nsc(SCC(=O)NC2CCCCC2)n1	116	0	0.0	0	1	-0.1	6	0	2	0.0
CCN(CC(=O)Nc1cc(S(=O)(=O)N2CCCCC2)ccc1C)Cc1ccccc1	96	-6	0.3	-13	-1	0.0	17	-17	9	-1.2
CCc1nnc(NS(=O)(=O)c2ccc(N=Cc3c(C)[nH]n(-c4cccc(Cl)c4)c3=O)cc2)s1	106	2	0.1	4	-23	3.5	8	-12	15	-1.6
Cc1csc(=NC(=O)c2ccccc2)n1C	90	-2	-0.2	-2	3	-1.0	-5	-7	-3	-1.4
Cc1c(NC(=O)c2cc(-c3ccccc3)on2)c(=O)n(-c2ccccc2)n1C	93	-2	-0.1	0	7	0.2	-5	2	3	0.0

Of the compounds above, these contain a Cl atom.
structure	ABCB6 inh MLPCN	Glyco luc inh	aDG glyco act	m5-HT2A agonist	ABHD5-PLIN5 inh	iPSC survival up	MC4R antag cAMP	Cardio protect	Exocytosis inh	MC4R ag barr
C=CCN(c1ccc(Cl)cc1)S(=O)(=O)c1cccc(C(=O)OCC(=O)N(C)C)c1	98	-6	0.0	0	6	-1.6	15	-2	-2	-2.5
CCOC(=O)C1CCN(c2ccc(Cl)nn2)CC1	97	0	-0.1	2	3	-0.8	-4	2	-4	0.0
COCCNc1oc(-c2ccc(Cl)cc2)nc1C#N	105	0	0.4	-2	-8	0.5	11	-4	0	-1.4
CCc1nnc(NS(=O)(=O)c2ccc(N=Cc3c(C)[nH]n(-c4cccc(Cl)c4)c3=O)cc2)s1	106	2	0.1	4	-23	3.5	8	-12	15	-1.6

Additional structures follow.
structure	ABCB6 inh MLPCN	Glyco luc inh	aDG glyco act	m5-HT2A agonist	ABHD5-PLIN5 inh	iPSC survival up	MC4R antag cAMP	Cardio protect	Exocytosis inh	MC4R ag barr
Cc1cc(C(F)F)nn1CC(=O)NC1CCCCCC1	95	3	0.0	2	4	0.1	3	-4	-10	-1.6
O=C(NCCS(=O)(=O)N1CCN(c2cccc(Cl)c2)CC1)C1CC1	97	0	0.4	2	10	-0.3	9	-5	-4	-2.1
O=C(Nc1ccc2ncccc2c1)c1ccccc1Br	99	-4	0.1	-7	-4	0.9	20	1	-8	-1.3
CC(=O)c1c(C)[nH]c(C(=O)N2c3ccccc3CC2C)c1C (stereo not drawn)	104	3	0.4	-2	-3	-0.3	0	1	8	-0.5
CC(C)NC(=S)N/N=C/C1=CCC2CC1C2(C)C (stereo not drawn)	98	-1	2.1	-3	-10	1.2	-2	-9	-4	-0.5
COc1cc2cnc(-c3ccccc3)c(-c3ccc([N+](=O)[O-])cc3)c2cc1OC	96	0	0.2	-9	-5	-1.4	-2	-3	3	-2.2
O=C(CCC(=O)N1CCOc2ccc(Cl)cc21)NCc1ccccc1	95	0	-0.2	-4	0	4.4	14	-1	-6	0.4
Oc1ccccc1-c1cc(C(F)(F)F)nc(-c2ccccc2)n1	95	-5	0.3	6	-2	-0.4	7	-14	2	4.5
O=c1[nH]c(C2CCN(S(=O)(=O)/C=C/c3ccccc3)CC2)nc2c1nnn2Cc1ccc(F)cc1	101	1	-0.2	6	0	-0.5	16	-5	-6	0.7
COc1ccc(CCn2c(N3CCN(Cc4ccccc4)CC3)nc3c2c(=O)[nH]c(=O)n3C)cc1	89	1	-0.4	-3	-5	-1.1	8	11	0	-1.2
COc1ccc(C(=O)NC(=S)N2CCOCC2)cc1[N+](=O)[O-]	98	0	-0.1	1	2	0.2	2	14	0	-3.3
CN1C(=O)N(C)C2(CC1(C)C)CC(C)(C)N(C)C(=O)N2C	92	-2	-0.1	-2	1	6.7	6	9	-6	-2.5
COC(=O)c1ccccc1S(=O)(=O)N1CCC(C(=O)NCCC2=CCCCC2)CC1	93	0	0.3	4	5	-0.6	3	0	0	-0.5
Cc1nn(C)c(Oc2cccc(Cl)c2)c1C#N	102	1	0.7	-6	0	1.4	14	-1	-1	-1.9
Cc1ncc(CO)c(/C=N/NC(=S)Nc2ccc(Cl)c(Cl)c2)c1O	93	0	0.0	-6	-2	0.7	17	10	2	0.6
COc1cc(CC(=O)OCC(=O)N2CCCCC2)cc(OC)c1OC	101	0	0.0	6	5	0.9	2	2	-4	-0.7
COC(=O)c1c(-c2cccc(C)c2)csc1NC(=O)C1CCCO1 (stereo not drawn)	91	-3	0.3	1	-4	0.3	13	4	0	-1.9
COC(=O)[C@H]1C[C@H](OC(=O)NCc2ccco2)[C@@]2(O)CN(S(=O)(=O)c3ccc(C)cc3)CC2[C@H]1C(=O)OC (stereo partly drawn)	96	-2	0.1	1	-8	2.9	16	-4	1	0.7
NC(=S)NNC(=O)Nc1ccc(Cl)c(Cl)c1	92	-1	0.0	-1	-9	0.6	1	5	6	-2.6
COc1ccc(Nc2nc(N)nc(CN(C)C3CCCCC3)n2)cc1	96	2	0.4	-1	5	5.8	7	-1	6	-0.7
O=C(NCC1CCCO1)C(=O)NCC(c1ccco1)N1CCN(c2ccc(F)cc2)CC1 (stereo not drawn)	96	-2	-0.1	0	1	4.7	0	5	-5	-2.4
COc1ccc(Cl)cc1NC(=O)CN(C)C(=O)CCc1nc2ccccc2c(=O)[nH]1	103	0	-0.1	3	4	-0.3	6	73*	11	-0.9
COC(=O)c1ccc(COc2ccc(CNCc3ccc(Cl)cc3)cc2)cc1	95	-11	0.0	1	-5	-0.8	9	-2	-5	1.6
CC(=O)c1ccc(S(=O)(=O)N2CCN(C(=O)/C=C/c3ccc4ccccc4n3)CC2)cc1	87	-10	0.1	-1	9	-0.4	16	9	-1	-1.5
CCCC1=Nc2cc(C(=O)N3CCC(C(N)=O)CC3)ccc2Sc2ccccc21	97	-1	-0.2	10	3	2.0	6	-3	-2	-0.2
COc1cc(CNc2ccc(O)cc2)cc(Br)c1OCc1ccccc1F	100	-2	2.4	0	-4	-1.1	-13	-21	4	2.7
COC(=O)c1ccccc1C(=O)N1CCC(CCC(=O)NC2CC2)CC1	98	2	-0.3	4	5	-0.2	-2	4	-1	-3.0
COCCCNC(=O)CS(=O)(=O)Cc1nc(-c2ccccc2C)oc1C	94	0	-0.1	-3	2	-1.0	8	-2	3	1.5

High-throughput results: PubChem, several laboratories
